# Compound activity (PubChem)
# Rpn11 block: Rpn11 (human) deubiquitinase inhibition; human 26S proteasome, Ub4-pepOG fluorescence polarization; 20S core pre-blocked with epoxomicin; calls only at 20 µM; hit rate 0.59% among 360,000; AID 588493;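 active means inhibition at 20 µM, scaled to each plate's controls, above about 33%, limit read from the data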
# Target sequence (O00487 whole entry, looked up): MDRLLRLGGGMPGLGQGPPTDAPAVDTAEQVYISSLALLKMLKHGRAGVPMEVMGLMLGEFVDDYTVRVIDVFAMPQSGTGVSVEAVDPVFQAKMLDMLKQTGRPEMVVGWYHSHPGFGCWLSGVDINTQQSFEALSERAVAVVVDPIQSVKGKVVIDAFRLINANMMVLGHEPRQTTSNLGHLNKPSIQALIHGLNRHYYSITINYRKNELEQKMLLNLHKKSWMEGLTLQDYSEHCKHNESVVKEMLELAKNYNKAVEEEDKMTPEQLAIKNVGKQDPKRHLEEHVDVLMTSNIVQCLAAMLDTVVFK
# FAS TE block: FAS thioesterase (human) inhibition; P49327; recombinant FAS-TE, OMFH fluorogenic substrate, fluorescence endpoint; inhibition, % at 15 µM; hit rate 0.67% among 360,000; AID 602261;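 active means compounds whose normalised, plate-corrected inhibition of enzyme fluorescence in the single-dose primary screen is 50% or more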;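 further: 0% = DMSO with enzyme and 100% = substrate without enzyme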
# MsrA act: bovine methionine sulfoxide reductase A activation; activation, % at 10.6 µM; AID 602163; hit rate 0.3% among 360,000; purified bovine MsrA, absorbance read-out; in the data active means activation above about 7.5%;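 further: 0% = vehicle and 100% = reference activator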
# PABP1 MLLE inh: blocks PAM2 peptide binding to the PABP1 MLLE domain; GST-MLLE / FITC-PAM2 fluorescence polarization; AID 588489; P11940; inhibition, % at 20 µM; hit rate 0.36% among 360,000; in the data active means inhibition above about 35%, passing the limit was not always enough;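 further: plate controls were DMSO wells with GST-MLLE for no effect and wells lacking GST-MLLE protein for full effect; some results filed as inactive read as strong as hits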
# Rin1 Abl inh: blocks binding of human Rin1 to Abl; inhibition, % at 7.35 µM; hit rate 0.4% among 360,000; P00519+Q13671; TR-FRET Rin1/Abl binding, biochemical; in the data active means inhibition above about 5%, passing the limit was not always enough
# CSN inh: CSN deneddylation inhibition; hit rate 0.38% among 360,000; inhibition, % at 12.5 µM; Purified CSN, SCF-Nedd8-OG deneddylation, fluorescence polarization; AID 651999;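 active means pattern-corrected inhibition above about 35%, with an unprinted fluorescence ratio check between 0.5 and 1.5, limit read from the data, passing the limit was not always enough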;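 further: 0% = enzyme with substrate and 100% = substrate without enzyme; some results filed as inactive read as strong as hits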
#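 Test system: purified human Csn5 enzyme expressed in HEK293T cells. Amount: 0.24 nM enzyme. Reagent: SCFSkp2-Nedd8OG substrate at 10 nM final. Schedule: 90 min incubation of compound, enzyme and substrate at room temperature. Detection: fluorescence polarization. Read-out: % inhibition of substrate cleavage by Csn5.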
# MsrA inhibitor: inhibitors of bovine MsrA; purified bovine MsrA, absorbance read-out; inhibition, % at 15.5 µM; hit rate 0.75% among 360,000; AID 651718; in the data active means inhibition above about 4.5%;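 further: 0% = vehicle wells with enzyme and 100% = reference inhibitor wells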
# E coli Lon inh: E. coli protease La inhibition. AID 602123. P0A9M0. hit rate 0.42% among 360,000. inhibition, % at 7.94 µM. purified E. coli Lon protease, fluorescence polarization; in the data active means inhibition above about 13%, passing the limit was not always enough;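 further: 0% = enzyme with probe and DMSO and 100% = no enzyme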
# Target sequence (P0A9M0 whole entry, looked up): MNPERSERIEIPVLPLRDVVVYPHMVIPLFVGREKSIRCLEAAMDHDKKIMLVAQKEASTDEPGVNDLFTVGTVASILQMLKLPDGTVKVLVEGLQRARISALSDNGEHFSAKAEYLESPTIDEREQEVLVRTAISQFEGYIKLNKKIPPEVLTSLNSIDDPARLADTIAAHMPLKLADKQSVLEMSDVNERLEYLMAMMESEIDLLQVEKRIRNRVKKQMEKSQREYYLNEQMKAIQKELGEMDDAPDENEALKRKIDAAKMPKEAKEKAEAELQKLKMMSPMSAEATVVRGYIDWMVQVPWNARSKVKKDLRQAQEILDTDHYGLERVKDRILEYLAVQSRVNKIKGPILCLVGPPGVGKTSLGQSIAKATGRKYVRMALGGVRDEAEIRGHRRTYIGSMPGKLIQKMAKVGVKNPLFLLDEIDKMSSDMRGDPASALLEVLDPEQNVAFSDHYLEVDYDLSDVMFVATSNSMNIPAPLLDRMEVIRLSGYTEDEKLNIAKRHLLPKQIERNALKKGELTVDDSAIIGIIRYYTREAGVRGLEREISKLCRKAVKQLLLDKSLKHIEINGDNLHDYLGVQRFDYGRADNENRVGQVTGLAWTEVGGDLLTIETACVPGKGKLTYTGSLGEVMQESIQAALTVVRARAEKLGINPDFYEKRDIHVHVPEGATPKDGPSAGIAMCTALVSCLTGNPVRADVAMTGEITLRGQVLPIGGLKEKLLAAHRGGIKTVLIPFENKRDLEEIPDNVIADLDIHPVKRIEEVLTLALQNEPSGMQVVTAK
# MT1-MMP act inh: MT1-MMP (human) activation inhibition; GFP/RFP ratio change, % at 20 µM; HT1080 RFP-PRO-GFP cells, GFP/RFP ratio fluorescence, overnight; percent of plate control window, DMSO zero; P50281; hit rate 0.061% among 360,000;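 active means GFP/RFP ratio change of at least 30% with cell ATP level not reduced by more than half and red fluorescence within 50% of control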; further: strong numbers were not always called active
#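 Material – HT1080 RFP-PRO-GFP cells · Control set – DMSO wells and RFP-L50D-GFP cells · Incubation – overnight cell settling, then overnight compound exposure, 37 °C, 5% CO2 · Compound dosing – single-point 20 µM compound, 1% DMSO · Read-out – GFP/RFP fluorescence ratio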
# Starred values were filed as active, the others as inactive; i = inactive; · = not tested or not shown; & = joins results of further samples.
SMILES,Rpn11 block,FAS TE block,MsrA act,PABP1 MLLE inh,Rin1 Abl inh,CSN inh,MsrA inhibitor,E coli Lon inh,MT1-MMP act inh
CCCCCCCNC(=O)c1cc(-c2ccncc2)nc2ccccc12,i,30,-3,4,2,0,1.1,2,-2
O=C(NC1CCN(Cc2ccccc2)CC1)c1ccc2c(c1)[nH]c(=O)n2Cc1ccc(F)cc1,i,0,4,-8,10*,2,1.2,-12,-3
Cc1ccc(S(=O)(=O)N2CCc3c2cc([N+](=O)[O-])cc3[N+](=O)[O-])cc1,i,21,-4,18,3,4,0.7,8,3
CC(C)(C)c1csc(NC(=O)CSc2nc3ccccc3c(=O)[nH]2)n1,i,6,2,13,0,5,0.3,5,3
Cc1ccc(O)c([C@H](CCN(C(C)C)C(C)C)c2ccccc2)c1,i,2&-2,1&-2,6&-16,-4&-4,3&-1,-0.7&-0.8,7&-2,-6&-1
CC(C)c1cc[n+](-c2nc([O-])sc2C=O)cc1,i,-7,-4,-26,0,4,1.2,-15,-5
CC(OC(=O)Cc1ccccc1[N+](=O)[O-])C(=O)NC(=O)NC1CCCCC1 (centres undefined),i,-3,0,5,1,2,-0.7,-11,1
CCOC(=O)c1sc(NC(=O)CN2CCN(c3ccc(OC)cc3)CC2)nc1C,i,4,0,-8,0,5,1.9,-10,2
C[C@]12c3[nH]c4ccccc4c3CCN1C(=O)C(CC(=O)NCc1ccco1)C[C@@H]2C(=O)N1CCCCC1 (some centres undefined),i,-1,-1,-11,0,-1,1.4,-7,-5
Cc1noc(C)c1NC(=O)Nc1cccc2c1O[C@H](CN(C)C(=O)Nc1ccccc1)[C@@H](C)CN([C@H](C)CO)C2=O,i,55*,-3,8,1,3,0.6,2,-2
CC(Cl)=CCn1c(NCCc2ccccc2)nc2c1c(=O)n(C)c(=O)n2C,i,6,-9,-1,4,-2,0.3,-6,17
CN(CC(=O)Nc1ccc(F)cc1)C(=O)C1CCN(S(=O)(=O)c2ccc3c(c2)OCCO3)CC1,i,-4,0,-16,-3,-1,0.6,-12,2
CCCCN1C(=O)C(O)=C(C(C)=O)C1c1ccc(OC)cc1OC (centres undefined),i,-2,-8,-3,1,-3,3.0,-4,5
COc1ccccc1Cn1c(=O)c2ccccc2n2c(SCc3csc(C)n3)nnc12,i,-5,-2,-120,5,2,1.1,4,4
COc1ccc(/C=C/c2nc(-c3ccccc3O)n(-c3ccccc3)n2)cc1,i,26,-4,1,-6,-2,0.1,3,10
CCOc1ccccc1CNC(=O)C(C)n1nc(C)c2c(C)n(-c3ccccc3)nc2c1=O (centres undefined),i,-1,-2,18,6,2,0.0,-8,0
COc1ccc(-c2cc(NC(C)=O)c3ncc(-c4ccccc4)n3c2)c(OC)c1,i,19,-1,-65,-3,11,0.3,-23,-3
COc1cccc(Oc2ccc(C(F)(F)F)cc2NC(=O)CCc2nc3ccccc3c(=O)[nH]2)c1,i,26,-2,-17,1,0,-0.3,-16,-1
Cn1cnnc1SCC(=O)N1CCc2ccccc2C1,i,-1,-2,-25,1,0,0.7,-5,-3
CC(=O)c1ccc(OC(=O)CCN2c3ccccc3Sc3ccccc32)cc1,i,29,-13,3,5,-9,0.3,2,-4
CC[C@H](C)[C@H](NC(=O)[C@H](Cc1ccc(O)cc1)NC(=O)[C@@H](N)C(C)C)C(=O)N[C@@H](Cc1cnc[nH]1)C(=O)N1CCC[C@H]1C(=O)N[C@@H](Cc1ccccc1)C(=O)O,i,-4,2,0,-1,0,·,10,2
Cc1ccc(CS(=O)(=O)c2ncc(Cl)c(C(=O)Nc3nnc(C(C)C)s3)n2)cc1,i,8,-8,29,0,8,0.0,2,0
O=C(COCc1cc(-c2ccc3c(c2)OCO3)on1)N1CCCCC1,i,3,-13,-1,5,2,1.0,9,-8
CCOC(=O)[C@]12CCCC=C1N(Cc1ccc3c(c1)OCO3)C(=O)[C@H](CC(=O)NCc1cccc3ccccc13)C2,·,15,-1,·,·,-1,-1.1,-4,-2
NNC(=O)c1n[nH]c2c1CC(C1CCCCC1)CC2 (centres undefined),i,-8,-6,-4,4,-1,0.2,3,3

# Additional results.
SMILES,Rpn11 block,FAS TE block,MsrA act,PABP1 MLLE inh,Rin1 Abl inh,CSN inh,MsrA inhibitor,E coli Lon inh,MT1-MMP act inh
Cn1nnnc1Sc1ncnc2scc(-c3ccc[nH]3)c12,i,4,-6,-49,-2,1,1.9,-27,-24
CN1CCN(c2ccc(S(=O)(=O)N3CCCCC3)cc2NC(=O)c2cccc([N+](=O)[O-])c2)CC1,i,7,-1,-18,1,-4,0.2,-2,1
Cc1cc(=O)oc2c1c(C)nn2-c1ccc(Br)cc1,i,14,-7,-6,3,5,0.9,4,-1
CSCC(=O)N1CCCC(CO)(CCCc2ccccc2)C1 (centres undefined),i,-3,-5,-4,-2,1,-0.3,-6,0
CCC1(c2ccc(F)cc2)NC(=O)N(CC(=O)Nc2ccc3c(c2)OCCO3)C1=O (centres undefined),i,-2,0,-12,-1,-2,-0.2,0,1
COCCN1C(=O)N(c2cccc(C)c2)C(=O)C1CC(=O)Nc1ccc(F)cc1 (centres undefined),i,-5,-3,-1,-1,-2,-1.8,-7,1
CN1CCCC(C)(C(=O)Nc2ccc3scnc3c2)C1 (centres undefined),i,-5,-2,20,-2,5,-1.1,1,2
O=C(CN1CCN(S(=O)(=O)c2ccc(Br)cc2)CC1)Nc1ccccc1F,i,5,-5,-1,1,-3,-0.1,-9,5
O=C(NCc1ccc(Cl)cc1)c1ccc(-n2cccn2)nc1,i,-2,-4,5,-1,-12,1.4,-10,4
CCC(C)[C@H](NC(=O)N1c2ccccc2NC(=O)[C@@H]1C(C)C)C(=O)N[C@@H](Cc1ccccc1)C(=O)O (some centres undefined),i,-5,-5,0,0,-1,-0.7,-3,0
CCCCN(CCCC)CP(=O)(c1ccccc1)c1ccccc1,i,-1,2,-4,1,-2,-0.5,7,-5
COc1ccccc1C(=O)NN1C(=O)C2C3C=CC(O3)C2C1=O (centres undefined),i,-4,1,9,-5,14,-0.8,7,-1
CN1OC[C@@H]2CN(S(=O)(=O)c3ccccc3)[C@H](c3ccc(-n4ccnc4)cc3)C[C@@H]21,i,-7,-4,-18,1,4,-0.5,-2,6
CCOC(=O)N1CCN(c2nc(C)cc(C(F)(F)F)n2)CC1,i,-1,-1,1,-2,0,0.7,-1,2
COc1ccc(C(=O)N/C(=C\c2ccco2)C(=O)NCCCn2ccnc2)cc1,i,-15,-4,-8,-1,-2,1.2,11,3
CC(C)NC(=O)CSc1nnc(-c2ccc(C(C)(C)C)cc2)n1C,i,-4,-13,-92,3,2,-0.6,3,1
CCC1(c2ccccc2)NC(=O)N(CC(=O)NC2CCCC2)C1=O (centres undefined),i,-7,-4,-1,-1,-2,-1.2,-8,-2
O=C(c1nc2ccccn2c1CNCC1OCCc2ccccc21)N1CCOCC1 (centres undefined),i,-8,-10,11,1,-6,1.8,-2,2
O=c1c2c3nc4ccccc4nc3n(/N=C/c3ccco3)c2ncn1CCC1=CCCCC1,i,-9,-4,7,1,3,0.7,-10,2
CCc1nc2ccc(C(=O)NCCCN3CCCC3=O)cn2c1N(C)C(=O)C1CCCCC1,i,-4,1,5,-1,-3,0.8,-11,2
CCOC(=O)Nc1ccc(OC)c([N+](=O)[O-])c1,i,-2,-10,-4,-1,-2,-0.2,7,-2
Cc1ccc(-c2cc(C(=O)OCn3nnc4ccccc4c3=O)c3ccccc3n2)cc1,i,25,-3,0,2,-10,-1.2,3,0
CS(=O)(=O)c1ccccc1-c1nc(-c2cccc(Cl)c2)no1,i,6,-12,2,2,-9,·,-2,1
Cc1nnc(SCC(=O)Nc2sccc2C#N)s1,i,-4,-3,3,-3,0,1.4,-6,-10
O=C1CC(=O)N(CCNc2ncc(C(F)(F)F)cc2Cl)C(=O)N1,i,-4,-11,-49,-1,79,0.0,-51,·

# Arranged by SMILES length (descending): 3 of the compounds above.
SMILES,Rpn11 block,FAS TE block,MsrA act,PABP1 MLLE inh,Rin1 Abl inh,CSN inh,MsrA inhibitor,E coli Lon inh,MT1-MMP act inh
CCC1(c2ccc(F)cc2)NC(=O)N(CC(=O)Nc2ccc3c(c2)OCCO3)C1=O (centres undefined),i,-2,0,-12,-1,-2,-0.2,0,1
O=c1c2c3nc4ccccc4nc3n(/N=C/c3ccco3)c2ncn1CCC1=CCCCC1,i,-9,-4,7,1,3,0.7,-10,2
COc1ccccc1C(=O)NN1C(=O)C2C3C=CC(O3)C2C1=O (centres undefined),i,-4,1,9,-5,14,-0.8,7,-1

# The main list resumes with the 2 entries that preceded the break.
SMILES,Rpn11 block,FAS TE block,MsrA act,PABP1 MLLE inh,Rin1 Abl inh,CSN inh,MsrA inhibitor,E coli Lon inh,MT1-MMP act inh
Cc1nnc(SCC(=O)Nc2sccc2C#N)s1,i,-4,-3,3,-3,0,1.4,-6,-10
O=C1CC(=O)N(CCNc2ncc(C(F)(F)F)cc2Cl)C(=O)N1,i,-4,-11,-49,-1,79,0.0,-51,·
Cc1nc2ccccc2c(=O)n1/N=C/c1ccncc1,i,-8,-11,-4,5,1,-0.2,-18,-2
C=CCn1cccc(C(=O)Nc2ccc(OCC)cc2)c1=O,i,-3,-5,6,1,-4,1.0,-10,4
CCCCN1CC(N2CCN(Cc3ccccc3)CC2)CS1(=O)=O (centres undefined),i,-3,-2,2,4,-4,-0.2,2,5
Cc1ccc2c(CSc3nncs3)cc(=O)oc2c1,i,1,3,-5,-2,-1,0.9,5,4
CN(C)S(=O)(=O)c1cccc(NC(=S)Nc2ccc(Cl)cc2Cl)c1,i,6,-11,23,2,2,-1.1,-2,4
C(=N\n1cnnc1)/c1ccc2ncccc2c1,i,-3,-3,-4,-1,0,0.4,-15,1
NC(=O)C1CC(=O)N(c2ccc(OCC(=O)Nc3cccc(C(F)(F)F)c3)cc2)C1 (centres undefined),i,-7,-6,-4,-1,-1,0.5,1,-1
CCOC(=O)C1(Cc2ccccc2)CCN(Cc2ccc3cc(NC(C)=O)ccc3n2)CC1,i,-5,-1,-2,0,8,1.2,-23,-8
CCC(C)(C)NC(=O)C1CCN(c2nc(OC)nc(OC)n2)CC1,i,-7,-3,-9,1,-6,1.0,-13,1
CSc1nc2ccc(S(N)(=O)=O)cc2s1,i,-8,-9,16,-4,-9,1.6,-3,0
Cc1cc(NC(=O)C2C3C(=O)N(Cc4ccc(Cl)cc4)C(C(=O)NCc4ccccc4)C34C=CC2(C)O4)no1 (centres undefined),i,0,-4,-5,1,-6,1.5,2,-2
O=C(c1ccccc1)c1ccc2ccccc2n1,i,7,4,-2,1,-1,0.1,-2,-3
O=C(/C=C/N1CCN(Cc2ccccc2)CC1)C(F)(F)F,i,-3,-4,6,-2,-4,0.9,-11,-2
N#Cc1c(Cl)nc(-c2ccncc2)nc1-c1ccccc1,i,-1,-2,0,-2,1,0.1,-5,0
O=C(NCN1C(=O)C2C3C=CC(C3)C2C1=O)Nc1nccs1 (centres undefined),i,-9,-7,-4,-1,-1,-0.8,-2,3
COc1ccc(-n2nnnc2SCC(=O)Nc2cccc(O)c2)cc1,i,10,0,-5,0,5,0.3,2,-1
CCOC(=O)c1cc(-c2cccs2)nc2onc(C)c12,i,2,-3,6,-4,4,-0.6,-5,4
CC(C)(C)Nc1nc2ccc([N+](=O)[O-])cc2o1,i,2,-7,4,0,0,1.6,9,-4
CCC(=O)N1CCCc2cc(S(=O)(=O)N3CCN(c4ncccn4)CC3)ccc21,i,-5,-6,-20,2,1,-0.8,4,2
Cc1cccn2cc(CCNS(=O)(=O)c3cccc([N+](=O)[O-])c3)nc12,i,-2,-4,-2,-3,-3,0.9,0,3
